MazF activator = activators of E. coli MazEF toxin-antitoxin RNase. P0AE70. FAM/BHQ RNA-DNA oligo cleavage fluorescence, 5 h. activation, % at 20 µM. hit rate 0.32% among 350,000; in the data active = activation above about 50%
Target sequence (P0AE70 whole entry, looked up): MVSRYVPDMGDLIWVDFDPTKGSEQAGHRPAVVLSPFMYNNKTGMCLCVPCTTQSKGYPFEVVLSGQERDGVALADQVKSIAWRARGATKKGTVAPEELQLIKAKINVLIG
Mtb FBA inh = Mtb fructose-bisphosphate aldolase inhibition. purified M. tuberculosis FBA, fluorescence read-out. inhibition, % at 1 µM. hit rate 2.3% among 360,000. AID 588726; in the data active = inhibition above about 27%;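 also: 0% = vehicle and 100% = reference inhibitor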
Target sequence (P9WQA3 whole entry, looked up): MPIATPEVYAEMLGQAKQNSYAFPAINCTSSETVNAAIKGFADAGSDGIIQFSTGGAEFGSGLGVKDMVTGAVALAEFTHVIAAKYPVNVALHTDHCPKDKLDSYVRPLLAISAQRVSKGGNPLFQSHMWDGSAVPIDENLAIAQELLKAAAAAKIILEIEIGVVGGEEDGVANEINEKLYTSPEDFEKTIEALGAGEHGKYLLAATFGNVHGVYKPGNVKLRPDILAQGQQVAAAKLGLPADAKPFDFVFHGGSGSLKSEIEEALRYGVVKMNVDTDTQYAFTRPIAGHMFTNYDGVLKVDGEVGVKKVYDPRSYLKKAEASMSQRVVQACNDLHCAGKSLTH
PrPC surface inh = reduces human prion protein on the cell surface | cell surface PrPC, TR-FRET read-out | inhibition, % at 13.8 µM | hit rate 0.43% among 370,000 | P04156; in the data active = inhibition above about 24%; also: 0% = median of the test wells and 100% = reference compound wells
Rv3671c inh = Rv3671c (M. tuberculosis) protease inhibition; hit rate 0.048% among 320,000; inhibition, % at 5.96 µM; P9WHR9; in the data active = inhibition above about 38%;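 also: extracellular domain of Rv3671c used as enzyme; 0% = enzyme with DMSO and 100% = no enzyme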
Mtb UGM inh = blocks M. tuberculosis UGM enzyme | P9WIQ1 | purified UGM, fluorescence polarization probe displacement | inhibition, % at 10 µM | hit rate 0.06% among 320,000; in the data active = inhibition above about 10%, passing the limit was not always enough; inconclusive = no clear call, values can overlap the other calls
Target sequence (P9WIQ1 whole entry, looked up): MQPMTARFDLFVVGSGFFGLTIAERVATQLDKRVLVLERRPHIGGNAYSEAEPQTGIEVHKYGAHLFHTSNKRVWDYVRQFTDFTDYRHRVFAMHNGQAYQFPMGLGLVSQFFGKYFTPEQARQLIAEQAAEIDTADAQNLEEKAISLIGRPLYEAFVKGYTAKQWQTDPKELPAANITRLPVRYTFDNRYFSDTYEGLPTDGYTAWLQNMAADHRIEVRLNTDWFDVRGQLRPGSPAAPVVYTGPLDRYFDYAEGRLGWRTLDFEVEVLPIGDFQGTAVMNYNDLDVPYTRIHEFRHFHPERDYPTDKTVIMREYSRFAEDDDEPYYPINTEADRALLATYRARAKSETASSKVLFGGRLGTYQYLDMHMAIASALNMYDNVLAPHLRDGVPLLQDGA
FadD28 FP inh = M. tuberculosis FadD28 bisubstrate binding inhibition. FadD28 bisubstrate probe binding, fluorescence polarization. inhibition, % at 12.5 µM. hit rate 0.22% among 360,000. AID 588549; in the data active = inhibition above about 8.5%, passing the limit was not always enough; inconclusive = no clear call, values can overlap the other calls
GDH-TPI counter = counter-screen for M. tuberculosis FBA inhibitors: GDH-TPI coupled enzymes; GDH-TPI coupled enzyme counterscreen, NADH absorbance; inhibition, % at 4.8 µM; hit rate 1.2% among 360,000; AID 588335; in the data active = inhibition above about 30%;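 also: 0% = DMSO wells and 100% = wells lacking the enzyme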
BioA inh = BioA (M. tuberculosis) enzyme inhibition | inhibition, % at 9.99 µM | hit rate 0.096% among 360,000 | purified M. tuberculosis BioA enzyme, plate reader; in the data active = inhibition above about 40%; inconclusive = no clear call, values can overlap the other calls
BoNT F protease = inhibitors of Botulinum neurotoxin F light chain protease. Multiplex microsphere protease cleavage assay, flow cytometry. inhibition, % at 10 µM. hit rate 0.22% among 360,000; in the data active = inhibition above about 35%, passing the limit was not always enough; inconclusive = no clear call, values can overlap the other calls; also: plate controls were buffer without enzyme for full effect and enzyme alone for no effect
* hit, by the source's call; ? = inconclusive; . = no result given.

Order of results: MazF activator	Mtb FBA inh	PrPC surface inh	Rv3671c inh	Mtb UGM inh	FadD28 FP inh	GDH-TPI counter	BioA inh	BoNT F protease
- CCc1cc(C(=O)N2CCN(S(=O)(=O)c3cc(C)ccc3C)CC2)sc1C
    5	3	-5	-7	-0.2	-2.6	-1	.	-6
- O=c1cc(N2CCCCC2)c(-c2ccccc2)nn1Cc1ccccc1
    2	0	3	-11	-1.3	-11	-1	.	-1
- Cc1ccc(NS(=O)(=O)c2cc3c(cc2C)NC(=O)CO3)cc1
    -6	-1	-1	-2	2.5	1.9	10	1.1	-16
- CCOC(=O)C1(Cc2ccc(OC)cc2)CCN(C(=O)c2csc(C)n2)CC1
    7	-1	7	-7	0.0	0.0	-6	0.7	-5
- CCc1nc2ccc(C(=O)N3CCN(S(=O)(=O)CC)CC3)cn2c1N(C)Cc1cccs1
    .	-3	-2	.	.	-4.3	0	-0.2	-8
- O=C(COC(=O)/C=C/c1cccc([N+](=O)[O-])c1)NCCCN1CCCC1=O
    9	-4	-10	0	-0.3	-1.8	0	3.6	-2
- COc1ccc(NC(=O)CSc2nc3ccccc3nc2N2CCCCC2)cc1
    -4	0	-4	1	-2.2	-4.8	12	-1.9	-4
- Cn1cc(C(=O)NCCO)c(=O)c2ccccc21
    -5	0	-5	-4	2.9	-0.3	7	-2.3	-1
- COc1ccc(CCNS(=O)(=O)c2ccccc2[N+](=O)[O-])cc1OC
    11	0	-9	4	-1.1	-0.3	8	0.0	-15
- CNCC(O)c1ccc(O)cc1 (stereo not given)
    -2	0	2	-2	-0.2	-1.4	-2	-3.5	1
- COc1cc2c(cc1CNC[C@H]1O[C@@H](n3ccc(N)nc3=O)[C@H](O)[C@@H]1O)OCO2
    5	1	0	.	.	-0.6	-1	-7.4	-8
- c1nc(NC2CCCCCC2)c2[nH]cnc2n1
    2	3	-4	-1	0.3	-1.5	6	1.9	-5
- COc1ccc(C(=O)NC(=S)NCc2ccco2)cc1OC
    0	-2	6	-7	-1.0	0.1	3	8.0	0
- O=C(C1CCC(CNS(=O)(=O)c2ccccc2)CC1)N1CCOCC1 (stereo not given)
    2	2	8	-1	1.5	1.0	1	-1.4	8
- CCOC(=O)Cn1c2c(c(=N)c3c1CCC3)CCCC2
    5	-1	-7	-1	-4.9	0.0	-3	-0.4	2
- Cc1ccc(-c2ccc(SCC(=O)NCC3CCCO3)nn2)cc1 (stereo not given)
    1	5	-4	11	1.4	-3.0	7	-1.5	-9
- COc1cc(C(=O)NNC(=O)c2ccc3ccccc3n2)cc(OC)c1OC
    -6	6	-1	-4	-3.2	-1.9	11	-1.0	-18
- Cc1ccc(Cl)c(OC(=O)c2nn(C(C)C)c(=O)c3ccccc23)c1
    -5	-5	-8	3	-0.3	-1.5	-1	.	-2
- Cc1cccc(C)c1Nc1ncnc(N)c1[N+](=O)[O-]
    5	-8	5	8	0.1	-3.8	16	-1.5	-6
- O=C(CNC(=O)c1ccco1)Nc1ccc(Cl)cc1
    4	3	3	4	-0.4	-1.9	6	-0.9	19

(continued)
Order of results: MazF activator	Mtb FBA inh	PrPC surface inh	Rv3671c inh	Mtb UGM inh	FadD28 FP inh	GDH-TPI counter	BioA inh	BoNT F protease
- O=C(Nc1cccc2ccccc12)c1cnsn1
    -2	0	-1	-6	2.2	-3.0	-4	-0.3	2
- Cc1ccc(-c2csc(NC(=O)c3ccc(F)cc3)c2C(=O)O)cc1
    -1	0	12	-16	3.0	1.2	24	2.0	22
- CC(C)NC1(C(N)=O)CCNCC1
    2	-1	7	.	.	0.6	4	-0.4	-8
- COc1ccc(-c2ccc3c(c2)S(=O)(=O)c2cccc(C(=O)NCc4cc(C)oc4C(F)(F)F)c2C3=O)cc1OC
    -23	4	.	-5	0.4	-0.7	15	-3.4	11
- Cc1ccc(/C=N/NC(=O)c2ccc(C(=O)N/N=C/c3ccc(C)s3)o2)s1
    13	1	-3	0	-0.7	-1.7	68*	-1.3	3
- CCOc1ccc(NC(=S)N=Nc2c(O)[nH]c3ccccc23)cc1
    9	-13	-5	15	0.3	-4.4	1	.	-8
- CCOC(=O)COc1ccc(C(=O)c2ccccc2)c(O)c1
    -8	0	3	7	-0.1	0.3	16	-1.2	3
- Cc1sc2nc(CN(C(=O)c3cccs3)C3CCCC3)[nH]c(=O)c2c1C
    1	6	1	-10	-0.1	-4.8	-3	1.9	?
- COc1ccc(Cc2nnc(SCC(=O)Nc3ccc(N4CCOCC4)cc3)o2)cc1
    0	4	-5	5	0.4	.	15	-0.5	10
- COc1cc(CN2CCSCC2)cc(OC)c1OC
    12	0	-9	4	1.5	-0.5	13	.	-26
- CCCSc1nc2c3c(sc2c(=O)[nH]1)CC(C)(CC)OC3 (stereo not given)
    3	-1	2	-1	1.2	0.0	5	.	2
- CCOC(=O)C1CCN(C(=O)COC(=O)CSc2ccccc2C)CC1
    7	0	-6	-1	.	-3.3	-4	-1.1	1
- COc1ccc(NC(=O)N(Cc2ccc(C)cc2)Cc2ccccn2)c(OC)c1
    -1	6	8	16	-2.4	-1.3	14	0.4	2
- COc1ccc(N=C2SC(CC(=O)Nc3cccc(Cl)c3)C(=O)N2Cc2ccco2)cc1 (stereo not given)
    -7	-2	1	-8	-0.3	-5.4	11	.	-3
- COc1cccc(N2CCN(c3ccc4nnc(CCC(=O)Nc5ccc(C)cn5)n4n3)CC2)c1
    -29	-2	.	2	-1.8	-1.9	-3	-1.9	2
- CN(/N=C/c1cccc(Br)c1)C1=NS(=O)(=O)c2ccccc21
    -10	1	-2	.	-2.3	0.4	13	-2.1	-6
- CCN(CC(=O)Nc1c(F)cccc1F)C(=O)c1ccc2c(c1)OCO2
    4	-1	-1	-5	-0.9	-1.1	-9	-0.3	.
- CC(=O)Nc1ccc(NC(=O)CCC(=O)NCCO)cc1
    -1	-2	.	3	-0.5	-3.5	0	0.2	-5
- CC(C)CC(c1nnnn1C(C)(C)C)N1CCN(C2CCCC2)CC1 (stereo not given)
    2	1	-11	-3	1.1	0.1	6	-3.4	12
- O=C1c2ccccc2C(=O)N1CC1c2ccccc2CCN1S(=O)(=O)c1cnc[nH]1 (stereo not given)
    3	-1	-10	-1	-0.6	-21	8	-2.0	-11

(listing goes on)
Order of results: MazF activator	Mtb FBA inh	PrPC surface inh	Rv3671c inh	Mtb UGM inh	FadD28 FP inh	GDH-TPI counter	BioA inh	BoNT F protease
- CC(C)(C)OC(=O)NNC1CC(=O)N(c2ccccc2F)C1=O (stereo not given)
    7	0	7	-5	1.9	-1.1	9	1.4	-14
- CC1CC(=O)Nc2ccccc2N1C(=O)Nc1ccc(F)cc1F (stereo not given)
    4	0	10	-5	-0.2	0.4	-7	-1.4	2
- C/C=C/c1ccc(OCCCNC2CCCC2)c(OC)c1
    -2	3	-3	6	1.2	-1.5	4	-0.5	-25
- CC(C)CC(=O)Nc1ccc(Oc2ccc(NC(=O)CC(C)C)cc2)cc1
    1	-3	-2	-7	-2.0	-1.2	-4	-1.2	-18
- COc1ccccc1CC1(C)NC(=O)N(CC(=O)N2CC(C)OC(C)C2)C1=O (stereo not given)
    -4	-2	2	1	-1.3	-4.1	-12	1.1	-2
- Cc1ccc(OCC(=O)OC2CCS(=O)(=O)C2)cc1 (stereo not given)
    -4	-1	0	-2	0.8	-1.6	11	1.3	?
- CCOc1ccc(NC(=S)NC(=O)c2cncc(Br)c2)cc1
    4	-7	6	1	-1.0	-1.7	11	.	?
- C=CCNc1nc(Cl)nc(Nc2ccc(OC)cc2OC)n1
    9	-2	4	8	-1.4	-1.8	2	-0.1	-2
- CCOP(=S)(OCC)Oc1nc(Cl)c(Cl)cc1Cl
    3	-3	5	4	2.6	-3.7	10	-0.5	-4
- CCN(CC)CCCn1c2c(c(SCC(=O)Nc3nccs3)nc1=O)CCC2
    6	-1	1	1	0.7	0.6	17	-0.7	.
- O=C(OCC(=O)N(C1CCCCC1)C1CCCCC1)c1ccccc1O
    3	-1	-1	-6	-5.3	0.0	1	.	-22
- Cc1cccc(C(=O)NC2CCN(CC(=O)Nc3ccccc3Cl)CC2)c1
    9	0	-6	7	-1.1	-4.8	-6	49*	4
- CCC(O)c1cnc(OCc2ccccc2)nc1OCc1ccccc1 (stereo not given)
    -4	0	-2	.	.	-0.1	7	-0.6	-5
- COC(=O)[C@]1(Cc2ccccc2)N[C@H](CN(C)C(=O)c2ccc(C(C)(C)C)cc2)[C@@H]2C(=O)N(Cc3ccccc3)C(=O)[C@@H]21
    -10	-2	1	0	.	-3.4	-2	-0.3	-5
- CCOc1ccc(S(=O)(=O)Nc2cccc(C(=O)NCC(c3ccccc3)N(C)C)c2)cc1 (stereo not given)
    4	5	1	-7	.	-2.5	13	-1.3	0
- CC(C)c1ccc(NC(=O)NCc2ccc(F)cc2)cc1
    9	-1	10	11	1.5	3.8	3	.	4
- CCOC(=O)N1N=C(CC)CC1(O)C(F)(F)F (stereo not given)
    -6	-2	8	6	-6.3	-0.2	-7	0.1	-17
- CCN1CCN(C(=O)c2c(-c3c(Cl)cccc3Cl)noc2C)CC1
    5	-1	-1	-13	-0.4	-1.9	-5	-0.3	6
- Cc1noc(C)c1CSCC(=O)Nc1cccc(C(F)(F)F)c1
    -4	3	3	-5	3.1	.	5	-1.4	-5
- CCCn1c(SCC(=O)C(C)(C)C)nc2ccccc21
    4	-1	-2	-4	0.3	-0.4	5	.	-4

Whole records from above.
CC1CC(=O)Nc2ccccc2N1C(=O)Nc1ccc(F)cc1F (stereo not given) is entered as MazF activator: 4; Mtb FBA inh: 0; PrPC surface inh: 10; Rv3671c inh: -5; Mtb UGM inh: -0.2; FadD28 FP inh: 0.4; GDH-TPI counter: -7; BioA inh: -1.4; BoNT F protease: 2
CCOC(=O)N1N=C(CC)CC1(O)C(F)(F)F (stereo not given) is entered as MazF activator: -6; Mtb FBA inh: -2; PrPC surface inh: 8; Rv3671c inh: 6; Mtb UGM inh: -6.3; FadD28 FP inh: -0.2; GDH-TPI counter: -7; BioA inh: 0.1; BoNT F protease: -17
CC(C)c1ccc(NC(=O)NCc2ccc(F)cc2)cc1 is entered as MazF activator: 9; Mtb FBA inh: -1; PrPC surface inh: 10; Rv3671c inh: 11; Mtb UGM inh: 1.5; FadD28 FP inh: 3.8; GDH-TPI counter: 3; BioA inh: .; BoNT F protease: 4

(listing goes on)
Order of results: MazF activator	Mtb FBA inh	PrPC surface inh	Rv3671c inh	Mtb UGM inh	FadD28 FP inh	GDH-TPI counter	BioA inh	BoNT F protease
- Cc1ccc(NS(=O)(=O)c2c(C)[nH]c(C)c2C(=O)N2CCCCC2)cc1Cl
    6	1	13	-11	-3.5	-1.3	7	2.5	7
- Cc1c(NC(=O)CN2C(=O)c3cccc4cccc2c34)c(=O)n(-c2ccccc2)n1C
    -1	4	-5	-8	-0.9	1.0	19	-2.9	-15
- COc1cccc(CNC(=O)CCNS(=O)(=O)c2ccc3[nH]c(=O)oc3c2)c1
    6	3	0	7	1.0	-1.3	3	4.1	-4
- O=C1CN(C(=O)COC(=O)/C=C/c2ccc(OC(F)F)cc2)c2ccccc2N1
    -9	-1	-5	-23	-1.4	-1.9	11	-1.9	0
- CCOC(=O)C1CCN(C(=O)CN(C)S(=O)(=O)c2ccc3c(c2)c(=O)n(C)c(=O)n3C)CC1
    2	1	1	-1	-7.0	-2.1	-2	0.4	-4

A section from further up, for reference:
Order of results: MazF activator	Mtb FBA inh	PrPC surface inh	Rv3671c inh	Mtb UGM inh	FadD28 FP inh	GDH-TPI counter	BioA inh	BoNT F protease
- COc1cccc(CNC(=O)CCNS(=O)(=O)c2ccc3[nH]c(=O)oc3c2)c1
    6	3	0	7	1.0	-1.3	3	4.1	-4
- O=C1CN(C(=O)COC(=O)/C=C/c2ccc(OC(F)F)cc2)c2ccccc2N1
    -9	-1	-5	-23	-1.4	-1.9	11	-1.9	0
- CCOC(=O)C1CCN(C(=O)CN(C)S(=O)(=O)c2ccc3c(c2)c(=O)n(C)c(=O)n3C)CC1
    2	1	1	-1	-7.0	-2.1	-2	0.4	-4

Screening results deposited in PubChem BioAssay by several laboratories.
